Screening results as filed in PubChem BioAssay.
MITF primary: blocks human microphthalmia-associated transcription factor. AlphaScreen MITF homodimerization, bead proximity signal. inhibition, % at 2.6 µM. 650,000 tested, 0.91% active. AID 1259374; in the data active = inhibition above about 50%;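 also: 0% = vehicle wells with protein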
FBW7 activator: human FBW7 E3 ligase activation, primary screen; Q969H0; AlphaScreen FBW7–phospho-cyclin E peptide binding, activator screen; normalized activity (activation), % at 26.1 µM; 650,000 tested, 0.13% active; AID 1259310; in the data active = normalized activity above about 1.9%;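 also: purified mutant Fbw7 with reduced substrate affinity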
Target sequence (Q969H0 whole entry, looked up): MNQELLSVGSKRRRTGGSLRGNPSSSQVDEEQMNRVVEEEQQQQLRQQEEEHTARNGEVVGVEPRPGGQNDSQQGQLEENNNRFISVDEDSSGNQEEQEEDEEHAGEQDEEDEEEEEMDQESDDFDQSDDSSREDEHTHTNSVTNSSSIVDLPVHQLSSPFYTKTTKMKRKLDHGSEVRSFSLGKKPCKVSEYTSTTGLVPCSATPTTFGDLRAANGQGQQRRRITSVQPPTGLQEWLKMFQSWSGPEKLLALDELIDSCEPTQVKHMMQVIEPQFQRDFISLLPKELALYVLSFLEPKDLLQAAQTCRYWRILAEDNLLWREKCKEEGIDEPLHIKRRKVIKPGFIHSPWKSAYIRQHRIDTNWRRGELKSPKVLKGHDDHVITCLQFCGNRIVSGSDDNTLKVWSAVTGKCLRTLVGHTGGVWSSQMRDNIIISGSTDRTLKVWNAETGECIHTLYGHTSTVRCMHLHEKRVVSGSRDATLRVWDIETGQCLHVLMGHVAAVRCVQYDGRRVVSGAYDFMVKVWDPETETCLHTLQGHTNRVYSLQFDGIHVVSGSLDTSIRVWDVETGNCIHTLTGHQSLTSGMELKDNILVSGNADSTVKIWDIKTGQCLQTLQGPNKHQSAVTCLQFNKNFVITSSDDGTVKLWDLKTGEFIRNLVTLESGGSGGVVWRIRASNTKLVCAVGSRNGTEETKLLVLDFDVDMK
GPR151 ag: human GPR151 activation; Q8TDV0; PathHunter beta-arrestin GPR151 cells, luminescence; activation, % at 11.2 µM; 650,000 tested, 1% active; AID 1508602; in the data active = activation above about 4.9%;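 also: 0% = median of compound wells and 100% = cells with positive control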
TEAD-YAP block: TEAD-YAP interaction inhibition | 640,000 tested, 1.4% active | HEK-TIYL cells, TEAD-Gal4/YAP UAS-luciferase luminescence | inhibition, % at 9.12 µM; in the data active = inhibition above about 32%;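 also: 0% = median of test compound wells and 100% = reference inhibitor wells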
* = called active by the depositor; . = not tested or not shown.

mol	MITF primary	GPR151 ag	TEAD-YAP block	FBW7 activator
CCOc1ccc(NC(=O)NC2CC(=O)N(c3cccc(F)c3)C2)cc1 (centres undefined)	12	-0.8	3	0.1
CCOc1ccc(NC(=O)Nc2nnc(-c3ccc([N+](=O)[O-])cc3)s2)cc1	1	0.8	-3	0.0
O=C(Nc1cccc(F)c1)Nc1ccnn1C1CCN(C2CCCCC2)CC1	6	0.9	-7	0.0
COc1ccc(N2CCN(C3Cc4ccccc4C3O)CC2)cc1 (centres undefined)	1	-0.1	7	-0.1
O=C(CC(C(=O)N1CCc2ccccc21)n1ccnc1)NCC1CCCO1 (centres undefined)	4	0.1	0	0.3
CCOc1ccc2nc(NCCCNC(=O)c3cccnc3)c(C#N)cc2c1	-5	0.7	-2	0.3
CCOC(=O)c1c(C)n(C)c2c1cc(OC(C)=O)c1ccccc12	15	-2.0	14	0.4
Cc1ccc(NC(=O)Cn2nnc(-c3ccccc3Cl)n2)cc1C	0	0.7	-10	-0.1
FC(F)(F)c1cc(-c2cnc3c(N4CCOCC4)nccn23)cc(C(F)(F)F)c1	16	0.3	19	0.6
O=S(=O)(Nc1ccc(F)cc1)c1ccccc1F	-6	0.5	-7	0.1
COc1ccc(N2CCN(C(CNC(=O)c3cccc(Cl)c3)c3ccco3)CC2)cc1 (centres undefined)	8	1.4	13	0.0
CCCCCOC(=O)CSc1nc2sc3c(c2c(=O)n1-c1ccccc1)CCC3	3	-1.6	-4	0.0
COc1cc(C(=O)NCCc2cc3c(OC)ccc(OC)c3[nH]c2=O)cc(OC)c1OC	2	-0.5	-18	0.0
COC(=O)c1ccc2c(=O)n(CCN3CCOCC3)c(SCC(=O)C(C)(C)C)nc2c1	1	-0.6	-9	0.4
Cc1cc(C)c(NC(=O)CSc2nc3ccccc3[nH]2)c(C)c1	-3	-1.4	-3	-0.1
CCN(c1ccccc1)S(=O)(=O)c1ccc2[nH]cc(C(=O)N3CCc4ccccc43)c(=O)c2c1	26	0.8	18	0.1
CCOc1ccc(Nc2oc(-c3ccco3)nc2C#N)cc1	1	-0.9	-18	-0.4
CCOC(=O)c1c(C2COc3ccccc3O2)csc1NC(=O)c1ccc(OC)cc1 (centres undefined)	12	1.0	10	0.0
CCCCNc1nc(=S)nc(N(C)C)[nH]1	12	0.1	2	0.6
COc1ccc(NC(=O)Cc2noc3ccccc23)cc1Cl	-13	0.1	-38	0.2
CCOC(CNc1nc(Cc2ccccc2)nc2sc3c(c12)CCCC3)OCC	-10	-0.2	0	0.0
CC(C(=O)OC(C(=O)Nc1ccc(F)cc1)c1ccccc1)N1C(=O)c2ccccc2C1=O (centres undefined)	-4	0.3	-6	-0.1
Cc1cn2c(nc3c2c(=O)n(C)c(=O)n3C)[nH]1	-6	0.2	14	0.0
COc1ccc(C(C)=O)cc1COC(=O)CNC(=O)c1ccc(F)cc1	5	0.5	-4	0.0

Part of the list above, showing only TEAD-YAP block and GPR151 ag.
structure | TEAD-YAP block | GPR151 ag
CCOc1ccc(Nc2oc(-c3ccco3)nc2C#N)cc1 | -18 | -0.9
CCOC(=O)c1c(C2COc3ccccc3O2)csc1NC(=O)c1ccc(OC)cc1 (centres undefined) | 10 | 1.0

Further records follow:
mol	MITF primary	GPR151 ag	TEAD-YAP block	FBW7 activator
COc1ccc(OCCOc2ccc(/C=C3/C(=N)N4N=C(CC(C)C)SC4=NC3=O)cc2OC)cc1	13	0.5	8	0.0
CCOC(=O)c1cnc2c(C)cccc2c1Nc1cc(Cl)ccc1OC	-10	-0.2	-3	0.0
CCC(C)NC(=O)C(C)n1c2ccccc2c2nc(=O)cc(C)n21 (centres undefined)	8	-1.3	0	0.2
CCc1cccc(NS(=O)(=O)c2cccc3cccnc23)c1	-9	-0.7	1	-0.1
CC(=O)c1ccc(OC(C)C)c(CSC(=N)N)c1	13	6.5*	6	1.3
C/C=C/C=N/N=C/C1=C(N2CCOCC2)C(=C\c2ccccc2)/CC1	2	-0.5	8	-0.2
Cc1ccc(C(=O)N2CCC(n3nccc3NC(=O)c3ccccc3C)CC2)cc1	-8	2.7	-2	0.0
O=C(Nc1ccc2c(c1)OCO2)Oc1ccccc1	11	1.1	-40	-0.1
CCOc1ccc([N+](=O)[O-])cc1C=C1C(=O)N(C)C(=O)N(C)C1=O	-4	1.9	2	-0.6
O=C1CC(N2CCN(Cc3ccc4c(c3)OCO4)CC2)C(=O)N1c1ccc(Br)cc1 (centres undefined)	1	1.0	-3	-0.1
O=C(CCC(=O)c1ccccc1)NCCOc1cccc2cccnc12	-1	-0.8	-1	-0.1
Nc1nc(SCC(=O)NCCc2ccccc2)n[nH]1	17	0.9	-15	0.2
O=C(CSc1nc2c(sc(=S)n2-c2ccccc2F)c(=O)n1-c1ccc(F)cc1)NCc1ccccc1	-1	0.0	-2	0.0
NC(=S)N/N=C/c1ccccc1OCC(=O)O	7	-0.3	7	-0.5
CCOC(=O)c1sc2nc(SCc3cccc([N+](=O)[O-])c3)n(Cc3ccc4c(c3)OCO4)c(=O)c2c1C	-11	0.9	-5	0.1
COc1cccc(NC(=O)Nc2nnc(-c3ccccc3Br)s2)c1	7	1.2	15	0.1

Exported as labelled records: entries from further up
Compound: O=C1CC(N2CCN(Cc3ccc4c(c3)OCO4)CC2)C(=O)N1c1ccc(Br)cc1 (centres undefined)
  MITF primary: 1
  GPR151 ag: 1.0
  TEAD-YAP block: -3
  FBW7 activator: -0.1

Compound: O=C(CCC(=O)c1ccccc1)NCCOc1cccc2cccnc12
  MITF primary: -1
  GPR151 ag: -0.8
  TEAD-YAP block: -1
  FBW7 activator: -0.1

The list goes on.
mol	MITF primary	GPR151 ag	TEAD-YAP block	FBW7 activator
O=C(NC1CCCCC1)C1c2ccccc2C(=O)N1C1CC1 (centres undefined)	-4	-1.0	-6	-0.1
COC(CNC(=O)CCn1nnc2ccccc2c1=O)OC	0	0.9	2	0.0
O=C(O)c1ccc(OCc2cccc(Cl)n2)cc1	12	-10	-2	0.3
CCOc1ccc(C2=CSC3=NCCN23)cc1	-9	-0.7	-1	-0.1
c1ccc(CN2CCC(Nc3nc(Nc4ccc5c(c4)OCO5)c4ncn(-c5ccsc5)c4n3)CC2)cc1	12	-1.5	-17	-0.1
CC(=O)NC(C(=O)N1CCN(S(=O)(=O)c2cccs2)CC1)C(C)C (centres undefined)	-2	2.1	-4	0.1
COc1ccc(N2C(=O)CC(Sc3ccc(Cl)cc3)C2=O)c(OC)c1 (centres undefined)	0	0.3	14	0.2
CC(C)(C)n1nnnc1C(c1cccs1)N(Cc1cccnc1)Cc1ccco1 (centres undefined)	9	-0.7	8	0.2

Taken from above.
Result of COc1ccc(N2C(=O)CC(Sc3ccc(Cl)cc3)C2=O)c(OC)c1 (centres undefined) under FBW7 activator: 0.2
Result of CC(C)(C)n1nnnc1C(c1cccs1)N(Cc1cccnc1)Cc1ccco1 (centres undefined) under TEAD-YAP block: 8

More structures:
mol	MITF primary	GPR151 ag	TEAD-YAP block	FBW7 activator
Cc1ccc(-c2nc3cccc(C)n3c2NCC2CCCO2)cc1 (centres undefined)	-5	-2.0	-48	0.0
COc1ccc(C(=O)NNS(=O)(=O)c2ccc(OC)cc2)cc1	0	2.7	9	0.1
Clc1ccc(CNc2cnccn2)c(Cl)c1	4	0.8	-3	0.1
COc1cccc(CNC(=O)C(C)n2c(C)c3cnn(-c4ccccc4)c(=O)c3c2C)c1 (centres undefined)	6	0.9	-9	-0.3
COc1cc(/C=C2/C(=N)N3N=C(C)SC3=NC2=O)cc(Cl)c1OCCOc1cc(C)ccc1C	15	-1.8	-9	0.4
CCOC(=O)C(CC)n1cnc2sc(C(=O)OC(C)C)c(C)c2c1=O (centres undefined)	-17	1.3	-5	0.1
O=C(NCc1ccc(Cl)cc1)c1ccc([N+](=O)[O-])cc1Cl	8	1.6	3	-0.1
Cc1ccc(CNC(=O)Cn2ncc3c2-c2ccccc2OC3)o1	12	-0.2	12	0.3
COc1ccc(Cl)cc1NC(=O)c1cc(S(=O)(=O)NC2CCCCCC2)ccc1F	-4	0.8	-14	0.1
COc1cc(C(C)=O)ccc1OCC(=O)OCC(=O)c1cc(C)n(CC2CCCO2)c1C (centres undefined)	21	-1.8	1	0.4
COc1ccc(-c2noc(COc3ccc(Cl)c(C)c3)n2)cc1OC	3	-0.3	-7	-0.1
CSCCC(NC(N)=O)C(=O)Nc1ccc(NC(C)=O)cc1 (centres undefined)	8	0.6	-1	0.1
Cc1cc(N2CCN(S(=O)(=O)c3ccc(Cl)cc3)CC2)c2ccccc2n1	-4	0.0	7	-0.2
CCOC(=O)C1=C(C)N=c2s/c(=C\c3ccco3)c(=O)n2C1c1ccc(OCC)c(OCC)c1 (centres undefined)	-3	0.7	9	-0.1
O=C(O)[C@H](Cc1ccccc1)NS(=O)(=O)c1ccccc1	8	0.0	4	0.2
O=C(Nc1ccc2[nH]ncc2c1)C1CCNC1 (centres undefined)	12	0.2	-6	0.4
Cc1ccc(-c2c(C#N)c(N)nc3c2CCCCCC3)cc1	4	0.9	3	0.2
Cn1c(/C=C/c2ccccc2)nnc1-c1ccccc1O	14	1.1	-35	0.3
Cc1ccc(C)c(N2CCN(C(=O)CCN3C(=O)C4C5C=CC(CC5)C4C3=O)CC2)c1 (centres undefined)	11	2.8	16	0.0
O=C(NNC(=S)Nc1ccc2c(c1)OCO2)c1ccccn1	117*	-2.4	-47	-1.5
COc1ccc(-c2[nH]ncc2[C@@H]2C[C@H]3CN(Cc4ccccc4C)C(=O)[C@]34CCCN24)cc1	-7	-1.0	8	0.0
O=C(NCC1(O)CCCC1)Nc1c(F)cccc1F	22	0.3	4	0.7
Cc1c(C(=O)N2CCN(c3ccccc3F)CC2)sc2ncnc(N3CCN(c4ccccn4)CC3)c12	0	1.2	-5	0.0
CCOc1ccccc1/C=C1\N=C(c2ccc(-c3ccccc3)cc2)OC1=O	0	-1.0	-3	-0.3

Next section; the last 2 above are carried over.
mol	MITF primary	GPR151 ag	TEAD-YAP block	FBW7 activator
Cc1c(C(=O)N2CCN(c3ccccc3F)CC2)sc2ncnc(N3CCN(c4ccccn4)CC3)c12	0	1.2	-5	0.0
CCOc1ccccc1/C=C1\N=C(c2ccc(-c3ccccc3)cc2)OC1=O	0	-1.0	-3	-0.3
O=C(NCCCc1ccncc1)C1CC12CCN(C(=O)Cc1cccc3ccccc13)CC2 (centres undefined)	20	1.2	19	-0.3
O=S(=O)(Nc1ccc(F)c(Cl)c1)c1cccc2cccnc12	16	0.6	-10	0.2
COc1ccc(CCNC(=O)Nc2ccc(C(C)=O)cc2)cc1OC	8	-0.2	-7	0.9
O=C(C[n+]1ccccc1)N1CCCc2ccccc21	11	-0.7	9	1.7
CC/C=C\C/C=C\C/C=C\C=C\C(O)C/C=C\C/C=C\CCC(=O)O (centres undefined)	3	-1.9	.	.
O=C(CCN1C(=O)c2cccc3cccc(c23)C1=O)N1CCN(C/C=C\c2ccccc2)CC1	11	-1.6	-10	0.0
COC(CN1C(=O)C(O)=C(C(C)=O)C1c1ccccc1F)OC (centres undefined)	4	0.2	-2	-0.2
Cc1cccc(N(CC(=O)NC2CCCC2)S(=O)(=O)c2ccccc2)c1C	17	0.6	2	0.0
CCOc1ccc(-n2nc(C(=O)Nc3ccc(F)c(Cl)c3)c3ccccc3c2=O)cc1	-7	-1.3	-2	0.0
Cn1ccnc1SCC(=O)Nc1ccc(F)c(Cl)c1	5	0.0	-15	-0.1
O=[N+]([O-])c1ccc(O)c(C2NN=C(Cc3ccccc3)S2)c1 (centres undefined)	-5	0.0	-3	-0.2
O=C(Nc1cc2cc(Br)ccc2oc1=O)C1CCCCC1	8	-0.2	7	0.2
COCCNc1nc(-c2ccccc2)ccc1C(=O)NCCNC(C)=O	-1	0.5	3	0.1
O=C(Nc1ccc(Cl)c(Cl)c1)c1ccc2c(c1)C(=O)N(c1cccc3ccccc13)C2=O	-7	0.0	-4	0.0
CC(C)Oc1ccc(NC(=O)/C=C/c2ccc(F)cc2)cc1	15	6.7*	-28	0.2
O=C(C1CCN(S(=O)(=O)c2cccs2)CC1)N1CCCC1	12	-1.0	-11	0.7
COc1ccccc1CN1C[C@@H]2C[C@@H](c3c(F)cccc3F)N3CCC[C@@]23C1=O	11	-0.4	4	0.0
C=CCc1cc(OC)ccc1OCC(O)CN1CCN(c2ccccc2F)CC1 (centres undefined)	1	0.9	-5	-0.1
COc1nc(Nc2cc(OC)c(OC)c(OC)c2)nc(-c2cccc(N)c2)n1	8	1.1	16	0.0
COc1cc(NC(=O)c2ccc([N+](=O)[O-])c(C)c2)c(OC)cc1NC(=O)c1ccccc1	12	0.7	12	0.0
COC(=O)c1ccsc1NC(=O)C1=COCCO1	0	0.6	10	-0.1
c1ccc(-n2cnc3c(NC4CC4)nc(N4CCC(N5CCOCC5)CC4)nc32)cc1	0	-1.3	-1	-0.1
COc1nc(Nc2ccccc2)nc(-c2csc3ccccc23)n1	2	-0.7	-15	0.1
Cc1nccn1CCNC(=O)c1c(F)cccc1Cl	9	0.8	20	0.5
COC(=O)c1ccc(Cl)c(Nc2ncnc3sccc23)c1	-5	3.7	-14	0.0
Cc1ccc(CCN2CC(C(=O)NCCN(C)C)CC2=O)cc1 (centres undefined)	3	-0.3	-5	0.4
CC(C)NC(=O)c1cnc(N2CCN(c3ccccn3)CC2)c2ccccc12	-7	0.8	11	-0.1
COCCCNC(=O)C(=O)NCC1CCCO1 (centres undefined)	7	-2.4	-5	-0.2
